# CSN deneddyl inh – inhibitors of CSN-mediated cullin deneddylation, primary screen, biochemical, fluorescence polarization, uHTS. COP9 signalosome complex subunit 5 (Homo sapiens), Q92905. Purified CSN, SCF-Nedd8-OG deneddylation. 360,000 tested, 0.38% active. inhibition, % at 12.5 µM;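 active = pattern-corrected inhibition above about 35%, with an unprinted fluorescence ratio check between 0.5 and 1.5, limit read from the data, passing the limit was not always enough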;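 also: 0% = enzyme with substrate and 100% = substrate without enzyme; some results filed as inactive read as strong as hits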
# Target sequence (Q92905 whole entry, looked up, one chain of several): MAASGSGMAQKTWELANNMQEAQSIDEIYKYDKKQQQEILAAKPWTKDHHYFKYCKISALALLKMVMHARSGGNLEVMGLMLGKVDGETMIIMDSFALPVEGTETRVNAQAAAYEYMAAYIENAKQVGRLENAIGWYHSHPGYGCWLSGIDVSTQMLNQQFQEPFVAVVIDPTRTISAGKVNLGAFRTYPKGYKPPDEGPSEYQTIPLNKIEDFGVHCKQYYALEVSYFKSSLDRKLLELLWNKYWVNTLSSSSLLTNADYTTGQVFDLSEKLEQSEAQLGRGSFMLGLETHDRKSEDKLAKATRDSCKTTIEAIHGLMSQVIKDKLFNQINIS
#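 Schedule: reaction 90 min, room temperature / Assay system: HEK293T-derived human Csn5 enzyme / Input: Csn5 at 0.24 nM final / Measure: inhibition of Csn5 cleavage, % / Control set: substrate-only high control, full reaction low control / Technique: fluorescence polarization of the substrate / Buffer or medium: Tris/NaCl/DTT buffer, pH 7.5 / Reagent: SCFSkp2-Nedd8OG substrate at 10 nM final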
# eLon inh – inhibitors of E. coli Lon protease, primary screen, biochemical, fluorescence polarization; purified E. coli Lon protease; 360,000 tested, 0.42% active; AID 602123, 2011; P0A9M0; inhibition, % at 7.94 µM; in the data active = inhibition above about 13%, passing the limit was not always enough;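 also: 0% = enzyme with probe and DMSO and 100% = no enzyme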
# TbMetRS inhib – T. brucei MetRS inhibitors, primary screen, biochemical, luminescence; methionyl-tRNA synthetase (Trypanosoma brucei brucei); purified T. brucei MetRS, ATP depletion, Kinase-Glo luminescence; inhibition, % at 11.9 µM; 360,000 tested, 0.4% active;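 active = inhibition above a per-plate cutoff of the control wells' mean inhibition plus 3 SD, cut at about 5.5% in these data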;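 also: 0% = DMSO wells median and 100% = median of wells with control inhibitor compound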
#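 assay system = parasite MetRS enzyme | timing = 15 min preincubation, 2 h reaction, all 25 °C | evaluation = percent inhibition relative to median high and low control wells | medium = HEPES buffer containing pyrophosphatase, BSA, spermine, DTT | compound = single dose, 11.9 µM final nominal, 0.9% final DMSO | detection = Kinase-Glo luminescence, ATP depletion format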
# bovine MsrA act – bovine MsrA enzyme activators, primary screen, biochemical, absorbance, HTS; activation, % at 10.6 µM; AID 602163, 2012; Methionine sulfoxide reductase A (Bos taurus); 360,000 tested, 0.3% active; purified bovine MsrA, absorbance read-out; in the data active = activation above about 7.5%;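 also: 0% = vehicle and 100% = reference activator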
# Rin1-Abl PPI inh – inhibitors of Rin1-Abl protein binding, primary screen, biochemical, TR-FRET; inhibition, % at 7.35 µM; 360,000 tested, 0.4% active; in the data active = inhibition above about 5%, passing the limit was not always enough
# PABP1 MLLE inh – inhibitors of PABP1 MLLE–PAM2 peptide binding, primary screen, biochemical, fluorescence polarization, FITC-PAM2, GST-MLLE | 360,000 tested, 0.36% active | inhibition, % at 20 µM | AID 588489, 2011; in the data active = inhibition above about 35%, passing the limit was not always enough;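 also: plate controls were DMSO wells with GST-MLLE for no effect and wells lacking GST-MLLE protein for full effect; some results filed as inactive read as strong as hits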
# Neddyl block – inhibitors of cullin neddylation, primary screen, biochemical, TR-FRET, uHTS, NAE and Ubc12 | calls only at 25 µM | 360,000 tested, 0.58% active | AID 651699, 2012; in the data active = inhibition above about 36%
# Target sequence (P61081 whole entry, looked up): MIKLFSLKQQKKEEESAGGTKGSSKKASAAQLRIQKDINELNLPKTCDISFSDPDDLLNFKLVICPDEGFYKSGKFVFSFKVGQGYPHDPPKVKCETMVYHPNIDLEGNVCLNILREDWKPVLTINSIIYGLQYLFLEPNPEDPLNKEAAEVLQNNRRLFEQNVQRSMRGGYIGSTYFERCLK
# Target sequence (Q13564 whole entry, looked up): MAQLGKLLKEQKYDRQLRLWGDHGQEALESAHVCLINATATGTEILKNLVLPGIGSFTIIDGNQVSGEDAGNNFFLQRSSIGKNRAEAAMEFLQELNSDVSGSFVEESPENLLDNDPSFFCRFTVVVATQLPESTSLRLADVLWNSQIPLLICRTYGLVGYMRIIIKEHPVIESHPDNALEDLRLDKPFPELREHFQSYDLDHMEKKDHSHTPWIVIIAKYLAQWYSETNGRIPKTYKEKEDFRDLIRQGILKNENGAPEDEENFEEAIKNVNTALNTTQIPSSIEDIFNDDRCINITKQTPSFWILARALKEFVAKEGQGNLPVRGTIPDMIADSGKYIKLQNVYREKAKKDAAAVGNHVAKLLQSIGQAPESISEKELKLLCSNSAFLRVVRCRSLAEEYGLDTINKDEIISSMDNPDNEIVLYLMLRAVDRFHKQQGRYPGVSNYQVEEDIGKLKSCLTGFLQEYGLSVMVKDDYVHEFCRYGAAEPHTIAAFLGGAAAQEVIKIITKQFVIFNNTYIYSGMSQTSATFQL
# FAS TE block – FAS thioesterase domain inhibitors, primary screen, biochemical, fluorescence intensity, uHTS; 360,000 tested, 0.67% active; AID 602261, 2012; inhibition, % at 15 µM; recombinant FAS-TE, OMFH fluorogenic substrate, fluorescence endpoint;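 active = compounds whose normalised, plate-corrected inhibition of enzyme fluorescence in the single-dose primary screen is 50% or more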;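 also: 0% = DMSO with enzyme and 100% = substrate without enzyme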
# MsrA inhibitor – bovine MsrA enzyme inhibitors, primary screen, biochemical, absorbance, HTS. 360,000 tested, 0.75% active. inhibition, % at 15.5 µM. purified bovine MsrA, absorbance read-out. AID 651718, 2012; in the data active = inhibition above about 4.5%;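 also: 0% = vehicle wells with enzyme and 100% = reference inhibitor wells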
# The depositor's hits bear a star; i = inactive; x = no result given.
Molecule,CSN deneddyl inh,MsrA inhibitor,bovine MsrA act,TbMetRS inhib,FAS TE block,Rin1-Abl PPI inh,PABP1 MLLE inh,eLon inh,Neddyl block
Cc1cccc(N(C(=O)CNC(=O)c2ccco2)C(C(=O)NCC2CCCO2)c2ccccc2)c1 (configuration not stated),-6,0.6,-7,-1.5,-6,3,21,-4,i
CCCn1nc(C(=O)NNC(=O)CCCOc2ccc(C)cc2)c2ccccc2c1=O,1,0.6,-5,-0.2,2,1,4,-8,i
Cc1nn(-c2ccccc2)c(C)c1/C=N/NC(=O)c1cc(-c2ccc(Br)s2)[nH]n1,7,1.4,0,0.3,10,-2,5,0,i
CCOc1nc2ccccc2nc1C,-6,0.4,-4,0.0,-6,0,3,-13,i
COc1cc2c(cc1OC)[C@@H](NC(=O)c1ccc(C(F)(F)F)cc1)[C@H](OCc1ccccc1)C2,-2,-0.5,2,0.2,-2,-1,-3,8,i
COc1ccc(C(=O)N(Cc2ccco2)C(C(=O)NC2CCCC2)c2ccc(O)cc2)cc1OC (configuration not stated),1,0.5,-14,-1.0,-2,5,-32,2,i
CCN(CC)CCNC(=O)NC1CCCCC1,2,0.4,0,-0.1,-8,0,0,7,i
COC(=O)CSc1cc(C(=O)c2nccn2C)c2ccccc2n1,-3,3.0,-12,-1.1,-10,3,-2,-7,i
Cc1c(C(=O)NC(C)C)c(-c2ccccc2)nn1-c1ccccc1,1,-0.1,-5,-0.5,-10,-1,-1,-14,i
CC(C)(C)c1csc(N/N=C/c2cccnc2)n1,-2,2.3,-8,-0.6,13,-4,-2,6,i
O=C1CC(N2CCC(O)(c3ccc(Cl)cc3)CC2)C(=O)N1Cc1ccc(N2CCCC2=O)cc1 (configuration not stated),-2,-0.2,-10,-0.6,-9,1,2,-7,i
CC[n+]1ccc(C[n+]2ccccc2)c2ccccc21,-5,1.1,11*,-0.2,-4,2,-64,7,i
Cc1ccc(NC(=O)C2CCN(S(=O)(=O)c3cccs3)CC2)c(O)c1,8,1.0,-3,0.4,8,-3,-15,-2,i
CCN(CC)c1ccc(/C=C(/C#N)c2nc3ccc(C)cc3[nH]2)c(OC(C)C)c1,-72,0.2,-2,0.0,-77,-6,i,-446,i
CCCCc1cc(-c2n[nH]c(=S)o2)c2ccccc2n1,0,1.3,-2,-0.5,4,6,-44,-11,i
O=C1OC(c2ccccc2)c2ccc3ccccc3c21 (configuration not stated),-5,-0.3,4,-0.3,29,1,8,-1,i
CCOC(=O)C1CCN(C(=O)COC(=O)COc2ccccc2OC)CC1,7,0.6,-6,-0.3,-8,1,1,-5,i
CC(C)c1ccc(/C=C/C(=O)CCC(=O)O)cc1,-7,2.2,-2,0.0,0,2,-4,-2,i
CC(C)c1ccc(S(=O)(=O)N2CCN(C(=O)c3cc([N+](=O)[O-])ccc3N3CCOCC3)CC2)cc1,0,0.9,-2,-0.8,39,-1,-13,-1,i
Cc1cccc(OCc2nn[nH]n2)c1C,4,1.1,-8,-1.4,-7,-1,5,-2,i
COc1ccc(C(=O)Nc2ccc(N3CCOCC3)cc2)cc1S(=O)(=O)N1CCCC1,-1,0.2,-5,-0.5,-4,-2,0,-7,i
O=C(NNC(=S)NC(=O)c1cccs1)c1ccc(NC(=O)c2ccccc2)cc1,-2,4.5,6,0.9,-6,-1,11,10,i
Clc1cccc(CNc2ccn3nc(-c4ccccc4)cc3n2)c1,2,0.3,-2,0.1,27,-2,6,6,x
CCOC(=O)c1c(-c2cccc3ccccc23)csc1NC(=O)C1C2CCC(O2)C1C(=O)O (configuration not stated),3,-0.1,-4,1.1,-9,-2,0,0,i
CCc1noc(C)c1C(=O)Nc1cccc(S(=O)(=O)N2CCCCCC2)c1,-6,0.2,-7,-0.6,3,3,-40,-5,i
O=C(Nc1ccc2ccccc2c1)NC1CCS(=O)(=O)C1 (configuration not stated),5,0.1,-4,0.7,-10,1,8,2,i
COc1ccc(Br)cc1/C=N/n1c(C)nc2ccccc2c1=O,1,0.8,-9,0.2,2,1,4,0,i
CC(C)(C)N(NC(=O)c1ccccc1)C(=O)c1ccc(C(=O)N(NC(=O)c2ccccc2)C(C)(C)C)cc1,-1,-1.3,-1,-0.6,-6,-1,10,1,i
CC#CC[N+](C)(CC#CC)CC(=O)c1ccccc1,0,0.6,-6,-0.1,-6,0,8,-6,i
COc1ccc(OC)c(NC(=O)CSc2nnc(Cn3nnc4ccccc43)n2C)c1,6,-1.0,-2,0.4,-4,1,5,4,i

# Record cards, as listed above. Screens in order: CSN deneddyl inh, MsrA inhibitor, bovine MsrA act, TbMetRS inhib, FAS TE block, Rin1-Abl PPI inh, PABP1 MLLE inh, eLon inh, Neddyl block
# `COc1ccc(OC)c(NC(=O)CSc2nnc(Cn3nnc4ccccc43)n2C)c1` is listed as 6, -1.0, -2, 0.4, -4, 1, 5, 4, i
# `COc1cc2c(cc1OC)[C@@H](NC(=O)c1ccc(C(F)(F)F)cc1)[C@H](OCc1ccccc1)C2` is listed as -2, -0.5, 2, 0.2, -2, -1, -3, 8, i

# Next records:
Molecule,CSN deneddyl inh,MsrA inhibitor,bovine MsrA act,TbMetRS inhib,FAS TE block,Rin1-Abl PPI inh,PABP1 MLLE inh,eLon inh,Neddyl block
CCOc1ccc(NC(=O)CSc2nc(C)cc(C)n2)cc1,1,-0.1,-3,-0.6,-4,3,1,-7,i
Cc1[nH]n(-c2ccccc2)c(=O)c1C=Nc1ccc2[nH]c(=O)[nH]c2c1,13,-0.5,-13,-1.9,-8,-3,8,-10,i
COCCNC(=O)c1ccc2c(c1)ncn2-c1ccc(F)c(F)c1,-4,-1.3,-1,-0.4,-2,2,6,6,i
COc1ccc2c(C)cc3nnnn3c2c1,0,-0.8,-2,0.0,4,0,-8,-1,i
O=C(NC[C@H]1CCCO1)c1cccc2c1C(=O)c1ccc(-c3ccc(F)cc3OCc3ccccc3)cc1S2(=O)=O,4,1.8,-10,-0.2,30,0,3,6,i
c1ccc(-c2cnn3nnnc3n2)cc1,1,2.2,-5,0.6,12,-1,8,-5,i
C=CCSC1=NN2CCS(=O)(=O)N=C2S1,12,0.6,-4,-0.2,-8,4,4,-11,i
COc1ccc(N2Cc3cccc(C(=O)NC(C)CCc4ccco4)c3C2=O)cc1 (configuration not stated),29,-0.6,-1,-0.2,17,-3,-19,-5,x
CC1CC(=O)Nc2ccccc2N1S(=O)(=O)c1cccs1 (configuration not stated),3,-0.5,-3,0.0,-4,0,-2,-4,i
O=C1c2ccccc2C(Nc2cccnc2)N1Cc1ccccc1 (configuration not stated),-9,1.1,0,-0.7,-3,-4,0,1,i
CCCCn1c(N)c(N(CC(C)C)C(=O)c2ccc(OCc3c(C)noc3C)cc2)c(=O)[nH]c1=O,1,-0.7,-3,-0.3,-6,-2,8,-1,i
COc1ccc(Nc2ncnc3c2cnn3-c2cccc(C)c2)cc1OC,-4,0.6,0,0.1,4,0,-1,-6,x
CCNc1nc(SC(C(C)=O)C(C)=O)nc(N(C)C)n1,-2,-1.3,-1,-0.3,-3,-1,4,-6,i
CCOC(=O)Cc1csc(NC(=O)CCNS(=O)(=O)c2ccc3c(c2)CCC(=O)N3)n1,2,0.5,-4,0.2,-7,-1,0,-2,i
CCc1cccc(CC)c1NC(=O)c1ccc(-n2cncn2)nc1,-1,-0.2,-9,-0.7,-4,2,6,-2,i
CCc1ncc(CN2CCCCC2C(=O)Nc2ccc(Oc3ccccc3)nc2)cn1 (configuration not stated),-2,-0.6,-3,0.0,-2,4,-1,-5,i
Cc1cccc(N(CC(=O)NCC2CCCO2)C(=O)CCC(=O)Nc2cc(C)on2)c1 (configuration not stated),1,0.0,-5,-0.4,-5,-2,-3,0,i
OC(c1ccccc1)c1nc(-c2ccc(Cl)cc2)cs1 (configuration not stated),1,0.3,0,-0.4,18,-2,17,9,i
CC(NC(=O)[C@H](C)NC(=O)[C@@H]1CSC2c3ccccc3C(=O)N21)c1ccccc1 (some centres not stated),2,0.6,-1,0.2,-7,-6,5,-1,i
Cc1nnc(NC(=O)CSc2nnc3c(n2)[nH]c2ccc(Br)cc23)s1,25,0.1,-3,12*,1,1,6,7,i
CCN(CC)S(=O)(=O)c1ccc(C(=O)NCc2ccc3c(c2)OCO3)cc1,-2,-0.1,-7,-0.3,14,1,0,-6,i
Nc1nnc(SCC(=O)Nc2nccs2)s1,2,-0.4,0,0.5,-7,-1,-9,5,i
CCOC(=O)NN1C(=O)c2ccccc2NC1c1ccc(OC)cc1OC (configuration not stated),5,0.8,-8,-0.8,-4,1,0,8,x
CCCC[C@@H]1C=C(C(=O)O)[C@H](c2ccc(C)cc2)N1S(=O)(=O)c1ccc(C)cc1,-5,1.7,-7,-0.3,-4,-2,7,-4,i
NS(=O)(=O)c1ccc(CNC(=O)CNC(=O)c2ccc(F)cc2)cc1,0,-0.2,-2,-0.3,-8,2,1,-16,i
Cc1nc2ccccc2n1CC(=O)N/N=C\c1ccccn1,-1,1.5,-7,-2.0,-8,4,-1,-2,i
Cc1cccc(N2CCN(C(=O)Cn3cccc3)CC2)c1C,3,0.5,-3,-0.6,-4,1,-7,7,i
CCOC(=O)N1CCN(C(=O)COC(=O)c2cc(Cl)cc(Cl)c2)CC1,-6,1.1,-2,-0.1,-2,0,-7,-3,i
COCCN(Cc1cc2cccc(C)c2[nH]c1=O)C(=O)c1ccccc1,0,0.6,-12,-2.8,-8,3,-9,-12,i
O=C(CSc1nc(=O)n2ccccc2n1)NC1CCCCC1,0,3.2,-3,0.1,-4,-1,-2,-5,i

# With a hit mark in bovine MsrA act (from the list above):
Compound	CSN deneddyl inh	MsrA inhibitor	bovine MsrA act	TbMetRS inhib	Rin1-Abl PPI inh	PABP1 MLLE inh	eLon inh	Neddyl block
CC[n+]1ccc(C[n+]2ccccc2)c2ccccc21	-5	1.1	11*	-0.2	2	-64	7	i

# (listing goes on)
Molecule,CSN deneddyl inh,MsrA inhibitor,bovine MsrA act,TbMetRS inhib,FAS TE block,Rin1-Abl PPI inh,PABP1 MLLE inh,eLon inh,Neddyl block
Cc1ccc(SCc2ccc(C(=O)NCc3cccnc3)cc2)cc1,-1,1.0,-3,-0.8,-9,2,6,-2,i
COc1cccc(OCC(O)CN2CCC(C)CC2)c1 (configuration not stated),-8,-1.4,-3,-0.8,-1,-5,7,-3,i
COc1ccc(C2CC(c3ccccc3)=NN2c2ccc(N)cc2)cc1 (configuration not stated),-5,1.4,-5,-0.6,16,-1,-71,-22,x
CC1=C(C(=O)N2CCOCC2)C(c2ccsc2)C2=C(CCCC2=O)N1 (configuration not stated),2,-0.1,0,0.4,-4,1,10,-2,i
Cc1c(N2C(=O)/C(=C\C3CC=CCC3)SC2=S)c(=O)n(-c2ccccc2)n1C (configuration not stated),4,1.4,-2,-0.2,3,4,27,4,i
CC#CCN1c2ccccc2[C@]23C[C@@H](C(=O)OC)N(C(=O)c4cc(C)oc4C)C2=NC(C(=O)OC)=C(C(=O)OC)[C@H]13,0,0.4,-2,0.1,59*,2,0,0,i

# Source: PubChem BioAssay (several laboratories)
